Screening data as filed in PubChem.
CASP6 VEID inh – blocks human caspase-6 cleavage activity. P55212. purified caspase-6, Z-VEID-R110 cleavage fluorescence. inhibition, % at 12.5 µM. hit rate 0.53% among 350,000. AID 686996;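 active = mean inhibition across replicates at least about 35%, with every replicate also reaching that limit, limit read from the data; inconclusive = only one of the two criteria met; inactive = neither criterion met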;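 note: 0% = median of neutral control wells and 100% = no fluorescence left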
Xi reactivation – X-chromosome reactivation activator. activation, % at 7.58 µM. XiGFP mouse fibroblasts, % GFP-positive cells imaging, 3 d; cells co-treated with 5-aza-dC sensitizer; scaled so ellipticine positive control = 100%. hit rate 0.055% among 360,000;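 active = mean normalized replicate activation at least 10% and every replicate at or above 10%; inconclusive = only one of the two criteria met; inactive = mean below 10% and not all replicates reach 10%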;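 note: 0% = median of on-plate neutral control wells and 100% = ellipticine 6 µM median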
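Material: XiGFP fibroblasts, SV40-immortalized. Buffer or medium: DMEM plus 5-aza-dC sensitizer. Compound: single concentration per compound, delivered by pin transfer. Times: 3 days compound exposure. Controls: ellipticine 6 µM.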
E-sel inducer – induces E-selectin expression in human endothelial cells; AID 686992; HUVEC E-selectin immunofluorescence imaging; normalized: neutral wells 0, TNF-alpha wells 100; P16581; activation, % at 7.58 µM; hit rate 0.37% among 260,000;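 active = mean E-selectin-positive cell signal at least 10% of the positive control, reached in at least 60% of replicates, without over 20% cell loss; inconclusive = no rule given, readout overlaps actives, possibly toxicity-flagged; inactive = the rest, including those meeting only one limit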;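 note: in these data hits start at about 27%; measured in HUVEC primary endothelial cells; signal is the percent of cells scored E-selectin positive by PE staining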
Target sequence (P16581 whole entry, looked up): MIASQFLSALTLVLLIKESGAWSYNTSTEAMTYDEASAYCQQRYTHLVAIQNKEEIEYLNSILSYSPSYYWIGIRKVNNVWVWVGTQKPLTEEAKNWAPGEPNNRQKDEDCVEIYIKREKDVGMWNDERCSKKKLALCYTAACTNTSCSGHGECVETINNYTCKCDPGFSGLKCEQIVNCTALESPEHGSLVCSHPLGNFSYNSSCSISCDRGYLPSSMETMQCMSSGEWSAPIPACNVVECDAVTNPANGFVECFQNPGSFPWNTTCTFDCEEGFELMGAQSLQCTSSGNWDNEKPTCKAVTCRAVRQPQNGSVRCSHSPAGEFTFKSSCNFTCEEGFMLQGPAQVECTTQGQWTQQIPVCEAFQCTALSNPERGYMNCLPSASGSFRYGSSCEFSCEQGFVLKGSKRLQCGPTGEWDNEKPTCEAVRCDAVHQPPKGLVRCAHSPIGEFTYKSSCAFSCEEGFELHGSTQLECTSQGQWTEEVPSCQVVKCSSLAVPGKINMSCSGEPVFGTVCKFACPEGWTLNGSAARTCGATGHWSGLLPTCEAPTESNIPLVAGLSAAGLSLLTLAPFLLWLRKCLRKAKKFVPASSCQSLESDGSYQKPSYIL
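Test system – human umbilical vein endothelial cells (HUVEC), E-selectin induction · Input – 3,000 HUVEC seeded per well · Buffer or medium – EGM-2, gelatin · Compound dosing – single-point compound dose · Detection – immunofluorescence imaging · Measure – percent E-selectin-positive cells · Controls – TNF-alpha high, DMSO low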
F508del corr – correctors of CFTR F508del function in bronchial epithelial cells; activity (quench increase), % at 7.58 µM; CFBE cells, YFP halide quenching; stimulated with forskolin plus potentiator P3; % fluorescence drop versus neutral controls; hit rate 0.36% among 350,000; AID 720511;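 active = mean added fluorescence quench of at least 8% versus neutral control, with both replicates also reaching 8%; inconclusive = only one of the mean or replicate conditions met; inactive = mean below 8% and not both replicates reaching 8%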;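 note: cells transiently co-express mutant CFTR-F508del with the halide-sensitive YFP; corrector assay measuring rescue of mutant channel to the surface after 24 h compound exposure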
GSIS activator – primary screen for activators of insulin secretion dependent on glucose, INS-1E cells, GLuc reporter luminescence; hit rate 0.61% among 370,000; activation, % at 16.6 µM; INS-1E GLuc reporter insulin secretion, 2-3 h; AID 743287;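 active = lowest replicate activation of at least 40%, so every replicate reaches that level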;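 note: 0% = median of neutral control wells and 100% = median of IBMX positive control wells; some compounds called inactive have numbers as strong as hits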
DENV2 CPE – inhibitors of DENV2 cytopathic effect | DENV2-infected cells, cytopathic effect rescue, plate reader | CPE inhibition, % at 9.99 µM | hit rate 1.7% among 350,000 | AID 651640; in the data active = CPE inhibition above about 20%, passing the limit was not always enough; inconclusive = no clear call, values can overlap the other calls; tested in BHK-21 cells;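 note: 0% = median of neutral control wells and 100% = median of positive control wells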
RAD52 anneal inh – inhibitors of human RAD52 DNA annealing; inhibition, % at 18.7 µM; P43351; hit rate 0.46% among 360,000; recombinant RAD52 DNA annealing, FRET fluorescence;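 active = every replicate showing at least 50% inhibition; inconclusive = mean inhibition at least 50% but not in every replicate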
Target sequence (P43351 whole entry, looked up): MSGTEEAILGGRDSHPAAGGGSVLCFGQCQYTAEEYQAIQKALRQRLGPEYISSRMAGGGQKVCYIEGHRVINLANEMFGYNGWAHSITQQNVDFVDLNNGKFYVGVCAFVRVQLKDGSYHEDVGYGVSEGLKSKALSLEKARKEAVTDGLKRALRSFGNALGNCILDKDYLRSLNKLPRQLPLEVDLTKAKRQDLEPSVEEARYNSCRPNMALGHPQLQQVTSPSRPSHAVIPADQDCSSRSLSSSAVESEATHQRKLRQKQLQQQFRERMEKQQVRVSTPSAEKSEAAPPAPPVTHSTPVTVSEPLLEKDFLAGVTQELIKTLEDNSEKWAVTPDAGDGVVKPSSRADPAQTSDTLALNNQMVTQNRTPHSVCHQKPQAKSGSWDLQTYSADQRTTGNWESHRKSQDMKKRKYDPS
RAD54 inh – inhibitors of human RAD54 branch migration; RAD54 Holliday junction branch migration, FAM/BHQ fluorescence; Q92698; inhibition, % at 10.4 µM; hit rate 0.14% among 360,000;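 active = mean normalized replicate activity at least 40 and at least half of replicates scoring 40 or more; inconclusive = only one of the two criteria met; inactive = mean below 40 and under half of replicates reaching 40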;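 note: 0% = median of neutral control wells and 100% = median of positive control wells; inhibitors cause a drop in the FAM fluorescence signal; in these data hits start at about 50%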
Numbers without * were called inactive; ? = inconclusive; . = not tested or not shown. Compounds as they come (roughly 3.7% active in at least one column).

A first look:
SMILES	CASP6 VEID inh	Xi reactivation	E-sel inducer	F508del corr	GSIS activator	DENV2 CPE	RAD52 anneal inh	RAD54 inh
O=S(=O)(c1cccc(Br)c1)N1CCN(C(=S)NCC2CCCO2)CC1 (centres undefined)	2	0.1	-0.6	0.1	-21	68*	2	.
CCNC(=O)C[C@H]1CC[C@@H]2[C@H](COc3ccc(NC(=O)c4cccs4)cc3C(=O)N2C)O1	-1	0.3	-0.1	-0.6	-3	3	6	-5
COc1ccccc1N1CCN(C2CCCN(C(=O)c3csc(C)n3)C2)CC1 (centres undefined)	0	0.0	0.1	2.8	15	3	3	12
Cc1ccc(C)c(S(=O)(=O)Nc2ccc(C(=O)N3CCCCC3)cc2)c1	1	0.0	-0.3	0.7	-21	-5	-11	-1
CC(=O)Nc1ccc(NCc2cccs2)cc1	-2	0.0	0.3	-2.4	.	0	-6	11
CCCNC(=O)NC[C@@H]1[C@H](c2ccc(C3=CCCC3)cc2)[C@@H](CO)N1C(C)=O	.	-0.1	0.4	1.5	-2	?	.	4
CC1CCC(NC(=O)c2cccc(S(=O)(=O)N3CCN(c4ccccc4)CC3)c2)CC1 (centres undefined)	-2	0.0	2.1	6.3	-15	4	-11	.
Cc1cc(C)nc(NC(=O)Nc2ccccc2C(F)(F)F)n1	1	.	.	0.2	-10	-7	-10	.
CCc1nnc(NS(=O)(=O)c2ccc(NC(=O)c3cc(Cl)ccc3[N+](=O)[O-])cc2)s1	1	0.2	.	0.4	4	6	-4	-3

The listing, repeating the preview:
SMILES	CASP6 VEID inh	Xi reactivation	E-sel inducer	F508del corr	GSIS activator	DENV2 CPE	RAD52 anneal inh	RAD54 inh
O=S(=O)(c1cccc(Br)c1)N1CCN(C(=S)NCC2CCCO2)CC1 (centres undefined)	2	0.1	-0.6	0.1	-21	68*	2	.
CCNC(=O)C[C@H]1CC[C@@H]2[C@H](COc3ccc(NC(=O)c4cccs4)cc3C(=O)N2C)O1	-1	0.3	-0.1	-0.6	-3	3	6	-5
COc1ccccc1N1CCN(C2CCCN(C(=O)c3csc(C)n3)C2)CC1 (centres undefined)	0	0.0	0.1	2.8	15	3	3	12
Cc1ccc(C)c(S(=O)(=O)Nc2ccc(C(=O)N3CCCCC3)cc2)c1	1	0.0	-0.3	0.7	-21	-5	-11	-1
CC(=O)Nc1ccc(NCc2cccs2)cc1	-2	0.0	0.3	-2.4	.	0	-6	11
CCCNC(=O)NC[C@@H]1[C@H](c2ccc(C3=CCCC3)cc2)[C@@H](CO)N1C(C)=O	.	-0.1	0.4	1.5	-2	?	.	4
CC1CCC(NC(=O)c2cccc(S(=O)(=O)N3CCN(c4ccccc4)CC3)c2)CC1 (centres undefined)	-2	0.0	2.1	6.3	-15	4	-11	.
Cc1cc(C)nc(NC(=O)Nc2ccccc2C(F)(F)F)n1	1	.	.	0.2	-10	-7	-10	.
CCc1nnc(NS(=O)(=O)c2ccc(NC(=O)c3cc(Cl)ccc3[N+](=O)[O-])cc2)s1	1	0.2	.	0.4	4	6	-4	-3
COc1cc2cc(CCCOC(=O)c3ccc4c(c3)OCO4)oc(=O)c2cc1OC	-2	0.5	0.1	-0.5	14	5	-13	1
COc1ccc(CCc2nnc(CCC(=O)NCc3cc(C(C)C)no3)o2)cc1	4	0.0	.	.	1	5	0	.
CCOC(=O)c1cc2sccc2n1CC(=O)OC(C)C	1	.	.	.	5	-2	-1	-6
Cc1ccc(C(NC(=O)C2CCN(CCOc3ccc(Cl)cc3)CC2)c2ccccn2)cc1 (centres undefined)	-2	0.1	0.0	-1.6	0	-10	7	-9
COc1ccc(OC)c(Nc2nnc(C)c(=O)[nH]2)c1	1	0.1	0.1	-3.4	-6	3	-12	.
CCOC(=O)CC1C(=O)NCCN1S(=O)(=O)c1cccc(C(F)(F)F)c1 (centres undefined)	42*	-0.1	-0.1	2.3	20	-12	-4	-1
CC(C)NC(=O)Nc1ccc2c(c1)C(=O)N([C@@H](C)CO)C[C@@H](C)[C@H](CN(C)C(=O)Nc1ccc(C(F)(F)F)cc1)O2	0	-0.5	.	-1.3	8	7	-3	-13
N#Cc1ccccc1OCC(=O)NNC(=O)CNC(=O)c1ccc(Br)o1	1	0.1	-0.1	-0.8	4	-3	-9	-3
N#Cc1c(N)n(Cc2ccccc2)c(=O)c2cc([N+](=O)[O-])ccc12	1	0.3	0.0	1.5	-8	5	-16	3
O=C(C[C@H]1C[C@@H]2c3cc(NC(=O)Nc4ccccc4F)ccc3O[C@@H]2[C@@H](CO)O1)NCC1CC1	1	0.1	-0.1	1.4	16	9	-1	2
CC(C)(C)C1CCC2(CC1)CC(=O)c1ccccc1O2 (centres undefined)	-3	0.0	0.0	-1.3	-2	13	-6	4
COCCn1c(CN(C)Cc2ccccc2)nc2c1c(=O)n(C)c(=O)n2C	-1	0.1	.	-0.9	-1	5	2	1
Nc1c2c3c(sc2nc(=O)n1N)CCCC3	-3	0.1	.	-0.9	8	-5	0	.
COC(=O)c1cc(C(C)=O)c(C)[nH]c1=O	1	0.0	.	-1.1	-6	0	-10	-4
CC(C)(C)SCCNC(=O)CN(c1ccc(F)cc1)S(=O)(=O)c1ccccc1	0	0.0	-0.9	-1.9	-16	0	0	-7
O=C(NN=C(Cc1ccccc1)Cc1ccccc1)c1ccncc1	-7	0.0	-0.3	3.2	.	-3	3	.
O=C1c2nc3cc(-c4ccco4)[nH]n3c(=O)c2CN1Cc1ccccc1	71*	0.0	25	-0.7	.	1	-18	-12
C[C@H](CO)N1C[C@H](C)[C@H](CN(C)Cc2ccc(F)cc2)Oc2ncc(-c3cccc(C#N)c3)cc2C1=O	-1	.	.	0.0	.	-2	2	5
CCOC(=O)C1CCN(C(=O)COC(=O)CNC(=O)c2ccc(C(C)(C)C)cc2)CC1	1	0.1	-0.1	1.3	-8	3	-17	1
COc1ccc(S(=O)(=O)N(C)C[C@H]2Oc3ccc(NS(C)(=O)=O)cc3C(=O)N([C@@H](C)CO)C[C@@H]2C)cc1	1	-1.3	-3.0	1.1	-6	10	6	-6
CCOC(=O)c1c(-c2cccs2)csc1N	2	0.0	.	-2.5	7	4	1	.
COCCNC(=O)C[C@H]1C[C@@H]2c3cc(NC(=O)Nc4ccc(F)cc4)ccc3O[C@@H]2[C@H](CO)O1	.	0.0	0.2	-1.5	-5	-1	.	-1
CNC(=S)N(Cc1ccco1)Cc1cc2cc(OC)c(OC)cc2[nH]c1=O	1	-0.1	6.7	1.0	-5	-1	-4	.
O=C1CN(S(=O)(=O)c2ccccc2)C[C@@H]2[C@@H](c3ccc(Br)cc3)[C@H](CO)N12	-3	0.0	-0.3	-0.5	5	-3	2	.
C=CS(=O)(=O)N(Cc1ccccc1)[C@H](CO)CC(C)C	-1	0.6	-0.2	-0.6	.	?	-4	8
CCCC#Cc1ccc([C@@H]2[C@@H](CO)N(C(=O)C3CCCC3)[C@H]2C#N)cc1	-6	0.0	0.2	2.3	3	15	-75	-10
CC(=O)C1=C(O)C(=O)N(CO)C1c1ccccc1F (centres undefined)	9	.	.	-2.6	11	.	-7	.
CO[C@H]1CN(C)C(=O)c2cc(NC(=O)c3nc4ccccc4s3)ccc2OC[C@H](C)N(Cc2cccnc2)C[C@H]1C	-2	0.0	0.0	-0.4	-60	-5	17	-1
Cc1c(NC(=O)Nc2ccc(F)cc2F)c(=O)n(-c2ccccc2)n1C	-4	0.0	0.8	-1.9	9	-4	-8	1
COc1cc(S(=O)(=O)N2CCN(C(=O)c3ccco3)CC2)ccc1Cl	-2	0.0	1.4	-0.6	15	2	-17	-2
CCCCCCSc1cccc(-c2nc3cc(C)ccn3c2NCc2ccccc2)c1	1	-0.1	-0.1	-2.9	-38	?	-2	-12
Cc1ccc(S(=O)(=O)N(C)C)cc1NC(=S)N(C)C1CCN(C)CC1	-4	0.2	-0.1	-1.8	2	-3	-5	-4
CC(C)(C)NC(=O)C(OC(=O)c1cccs1)c1ccc(C#N)cc1 (centres undefined)	-5	0.0	0.2	-2.5	19	1	-2	-5
C[C@@H]1CN([C@@H](C)CO)C(=O)c2cc(-c3cncnc3)cnc2O[C@@H]1CN(C)C(=O)Cc1ccccc1	-2	-0.3	0.1	-1.5	1	-1	15	-4
C[C@@H]1CCCCO[C@H](CN(C)C(=O)c2ccncc2)[C@@H](C)CN([C@H](C)CO)C(=O)c2cc(NC(=O)NC3CCCCC3)ccc2O1	.	0.0	0.0	-1.2	9	-11	.	-8
COc1ccc(C2c3[nH]c4ccccc4c3C[C@H]3C(=O)N(c4ccccc4C(=O)NCCN4CCOCC4)C(=O)N23)cc1 (some centres undefined)	-3	.	.	-2.0	0	2	-34	2
CCOc1ccc(NC(=O)N2CCN(Cc3ccc4c(c3)OCO4)CC2)cc1	-4	0.0	.	0.2	-1	5	-11	.
O=C1C=CCC(/C=C/c2ccccc2)O1 (centres undefined)	2	0.0	-0.2	15*	.	.	3	.
CCC(c1nnnn1-c1c(C)cccc1C)N1CCN(C/C=C/c2ccccc2)CC1 (centres undefined)	1	0.0	1.4	-4.8	-20	106*	-25	-4
Cc1noc(C)c1CS(=O)(=O)Cc1ccc(Cl)cc1	9	0.0	.	3.3	-1	.	2	.
CCOC(=O)C1CCN(C(=O)Cn2c(=O)c3cccn3c3cccnc32)CC1	-3	0.2	.	-0.2	3	1	4	14
O=C(NCc1ccc(F)cc1)[C@@H]1C[C@@H]2C(=O)N3CCC[C@H]3C(=O)N2[C@@H]1c1cccc(OCCO)c1	-1	.	.	-2.2	.	-2	2	4
CCC(NS(=O)(=O)c1c(C)[nH]c(=O)[nH]c1=O)C12CC3CC(CC(C3)C1)C2 (centres undefined)	1	.	.	.	3	.	-9	-3
O=C(NCc1ccc2c(c1)OCO2)c1nc(S(=O)(=O)Cc2ccccc2F)ncc1Cl	7	1.0	0.3	0.5	44	3	-27	-3
CCN(C[C@H]1N[C@@](C)(C(=O)OC)[C@H]2C(=O)N(C)C(=O)[C@@H]12)C(=O)Nc1ccccc1	3	-0.1	.	-1.6	.	12	-3	-12
CCc1ccc(CN(C)C(=O)c2cc(COc3cccc4cnccc34)on2)cc1	2	0.0	.	2.4	-25	-8	-20	-12
O=C(Nc1ccc(NC(=O)c2ccccc2Br)cc1)c1ccccc1	0	0.0	0.3	-0.7	.	2	15	2
Cc1oc(-c2ccc(-c3ccccc3)cc2)nc1CN(CCO)C(C)C	-2	0.0	.	-1.1	-6	?	-10	0
CCCNC(=O)C[C@H]1CC[C@@H]2[C@@H](COc3ccc(NC(=O)C4CCOCC4)cc3C(=O)N2C)O1	-3	0.4	0.1	0.2	8	-4	4	-3
O=C(NC1CCCN(CCc2ccccc2)C1)C1CCCC1 (centres undefined)	-2	0.2	0.1	-4.1	11	4	-16	7
